aSyn 5UTR inh: 5' untranslated region of α-synuclein, MLPCN primary screen; alpha-synuclein 5'UTR reporter, inhibitor activity; 0.82% of 300,000 active; inhibition, % (tested at 7.5 µM); in the data active = inhibition above about 60%; inconclusive = no clear call, values can overlap the other calls;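 note: H4 neuroglioblastoma cells stably carrying SNCA 5'UTR luciferase fusion; 0% = DMSO wells and 100% = positive control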
HSP90 inh: HSP90 refolding inhibition in rabbit reticulocyte lysate. luciferase refolding luminescence, 3 h. inhibition, % at 5.6 µM. 0.91% of 290,000 active. AID 1789;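 active = inhibition above the screen-wide mean plus 3 SD, computed separately per campaign, cut at about 16% in these data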;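 note: 0% = DMSO wells and 100% = 60 µM geldanamycin wells; inhibitors lower the luminescence because luciferase stays unfolded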
GSK3beta inhib: inhibitors of human GSK3beta kinase; GST-GSK3beta kinase, ADP-Glo luminescence, 60 min; stronger effect = lower value; activity score (negative = inhibition), % at 10 µM; AID 2097; 0.038% of 300,000 active;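 active = more than half of replicate wells score below -50%, meaning over 50% inhibition versus plate controls; inconclusive = some replicates but at most half score below -50%; inactive = no replicate scores below -50%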;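 note: 0% = median DMSO wells and -100% = median GW8510 positive control wells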
Target sequence (P49841 whole entry, looked up): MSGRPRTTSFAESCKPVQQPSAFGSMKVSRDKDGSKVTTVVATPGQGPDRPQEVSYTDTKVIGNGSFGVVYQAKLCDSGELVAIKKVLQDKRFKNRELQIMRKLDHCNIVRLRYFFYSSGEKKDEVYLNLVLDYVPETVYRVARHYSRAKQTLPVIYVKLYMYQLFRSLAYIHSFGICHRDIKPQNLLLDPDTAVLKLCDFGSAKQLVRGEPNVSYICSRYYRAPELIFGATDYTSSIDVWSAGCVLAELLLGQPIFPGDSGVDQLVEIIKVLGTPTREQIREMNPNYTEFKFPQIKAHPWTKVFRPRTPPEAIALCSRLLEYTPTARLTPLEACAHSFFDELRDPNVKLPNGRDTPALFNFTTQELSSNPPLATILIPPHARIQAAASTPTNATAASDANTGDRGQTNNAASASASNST
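Test system: GST-tagged human GSK3beta kinase, cell-free; evaluation: activity score scaled between in-plate DMSO and GW8510 controls; measured by: ADP-Glo luminescence; incubation: 60 min reaction, RT; benchmarks: DMSO and 20 µM GW8510; reagent: peptide substrate plus 25 µM ATP (final); medium: Tris/MgCl2 kinase buffer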
Dyrk1A ADPGlo: inhibitors of rat Dyrk1A kinase; Q63470; ADP-Glo luminescence, NFATc1 peptide; inhibition, % at 12.5 µM; 0.43% of 310,000 active; AID 504441; in the data active = inhibition above about 50%;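 note: plate controls were vehicle with enzyme for no effect and no enzyme for full effect; many of its hits are not listed in these tables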
KLF5 inh: kruppel-like factor 5 inhibition; DLD-1 KLF5 promoter-luciferase reporter, luminescence; inhibition, % at 5 µM; 0.23% of 290,000 active;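 active = inhibition above a per-plate limit of that plate's mean compound inhibition plus 3 SD, cut at about 60% in these data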;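 note: 0% = DMSO wells and 100% = LY294002 at 200 µM; higher means less KLF5 promoter-driven luciferase light; inactives centre near -14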
HSF1 inh: HSF1 inhibition; NIH3T3-HGL HSE-luciferase, MG132-induced, luminescence 8 h; stronger effect = lower value; activity change, negative = inhibition, % at 7.5 µM (by protocol); 0.77% of 300,000 active;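 active = more than half of replicate wells show activity change below -50%, luminescence cut by over half; inconclusive = some wells, but at most half, below -50%; inactive = no replicate well below -50%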;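 note: luciferase reports HSF-1 transcriptional activity via heat shock element; 0% = median of DMSO wells and -100% = zero luminescence signal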
Platelet DG rel: modulates dense granule release in human platelets; inhibition, %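 (compounds screened at 7.5 µM in platelet-rich plasma)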; 0.22% of 300,000 active; human platelet-rich plasma, SFLLRN dense granule ATP release, luminescence; AID 1663;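 active = mean replicate score, as percent of positive control, at or above 50; inconclusive = mean below 50 but at least one replicate at or above 50; inactive = mean and every replicate below 50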
IEC-6 tox: counter-screen for KLF5 inhibitors: cytotoxicity in IEC-6 cells. inhibition, % at 5 µM. IEC-6 cytotoxicity, luminescence viability. 0.78% of 290,000 active; in the data active = inhibition above about 22%;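 note: 0% = plate median of test compound wells and 100% = cytotoxic reference compound wells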
GSK3A inh: human GSK-3 alpha kinase inhibition; P49840; ADP-Glo luminescence, 60 min; inhibition, % at 10 µM; 0.1% of 320,000 active; AID 2650;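 in the data active = inhibition above about 50%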;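 note: GST-tagged GSK-3 alpha with peptide substrate and 25 µM ATP; 0% = DMSO neutral wells and 100% = GW8510 positive control wells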
Target sequence (P49840 whole entry, looked up): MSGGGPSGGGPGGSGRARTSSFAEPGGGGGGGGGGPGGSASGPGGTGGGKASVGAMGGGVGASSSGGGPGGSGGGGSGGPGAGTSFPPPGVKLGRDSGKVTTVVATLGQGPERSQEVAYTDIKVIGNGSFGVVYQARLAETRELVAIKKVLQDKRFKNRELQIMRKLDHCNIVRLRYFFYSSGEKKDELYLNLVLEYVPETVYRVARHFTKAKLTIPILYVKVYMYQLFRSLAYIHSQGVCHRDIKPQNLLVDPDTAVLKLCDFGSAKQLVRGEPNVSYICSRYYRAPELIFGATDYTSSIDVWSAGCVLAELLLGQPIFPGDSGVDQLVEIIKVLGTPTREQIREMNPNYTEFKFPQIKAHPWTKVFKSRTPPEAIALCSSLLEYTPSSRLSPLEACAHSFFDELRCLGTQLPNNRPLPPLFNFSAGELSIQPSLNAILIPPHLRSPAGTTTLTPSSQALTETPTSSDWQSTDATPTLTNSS
HSF-1 act: increases HSF-1 driven luciferase reporter signal | NIH3T3-HGL HSF-1 luciferase reporter, MG132, 8 h; 100% = twice DMSO control signal | activation, % at 9 µM | 1.7% of 300,000 active | AID 504408;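 active = mean replicate activation of at least 50% with a set share of replicates each reaching 50%; inconclusive = only one of those two conditions met; inactive = mean below 50% and too few replicates reaching it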;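 note: 0% = median of the neutral control wells and 100% = twice that signal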
An asterisk follows results filed as active; ? = inconclusive; nt = not tested or not shown. Some of the compounds tested; the hit share may differ from the screen's.

item	compound	GSK3A inh	KLF5 inh	GSK3beta inhib	HSP90 inh	aSyn 5UTR inh	HSF-1 act	Platelet DG rel	IEC-6 tox	Dyrk1A ADPGlo	HSF1 inh
1	O=C(CCS(=O)(=O)c1ccc(Cl)cc1)NCCN1C(=O)S/C(=C\c2ccccc2F)C1=O	-1	-5	-3	-1	-11	43	-12	-2	2	15
2	CCOc1ncccc1C(=O)OCC(=O)Nc1c(C)cccc1C	-1	-18	-1	1	7	-3	6	0	2	1
3	Cc1cc(C)c(C)c(S(=O)(=O)N2C(=S)NC(=O)C2CC(C)C)c1C (stereo not drawn)	nt	-13	2	1	-30	17	9	-3	0	-3
4	CC(C)(C)c1ccc(C(=O)NNC(=O)C2CCCCC2)cc1	5	-29	-1	-3	-64	17	-1	5	2	12
5	CC(C)C(=O)Nc1nnc(SCC(=O)NCc2ccc3c(c2)OCO3)s1	-2	-43	8	2	7	-4	-3	-4	5	-6
6	O=C(O)C(Cc1ccccc1)N1CCS(=O)(=O)CC1 (stereo not drawn)	1	-27	4	-1	-14	-3	-2	-3	1	-11
7	O=C1NC(=O)C2(COC3(CCCC3)OC2)S1	4	10	2	1	-6	0	2	-4	-9	-2
8	COCCCN1CC(=O)N2C(c3ccc(C)cc3)c3[nH]c4ccccc4c3C[C@H]2C1=O (stereo partly drawn)	-3	-13	1	-2	1	-10	nt	-6	-4	-10
9	COc1cccc(C2CC(=O)Nc3c2c(=O)n(C)c(=O)n3C)c1OC (stereo not drawn)	-2	-10	-1	-1	13	0	25	7	0	-2
10	COc1ccc(CNC(=O)COC(=O)c2ccccc2C(=O)c2ccccc2)cc1	0	8	-3	1	-20	25	10	3	0	8
11	COc1ccccc1N1CCN(CCN2C(=O)C3CCCCN3C2=O)CC1 (stereo not drawn)	-1	-9	-5	-3	6	7	0	-7	14	-5
12	CC(C)[C@@H](CO)NC(=O)c1ccc2c3n(nc2c1)-c1ccc(Cl)cc1CO3	0	nt	2	nt	-180	18	1	nt	1	-2
13	CC1CCN(S(=O)(=O)c2ccc3c(c2)N(CC(=O)NCCCN2C(C)CCCC2C)C(=O)CO3)CC1 (stereo not drawn)	-2	-10	-4	0	6	-6	1	-6	-1	1
14	Cc1ccc2[nH]c3c(=S)nc[nH]c3c2c1	0	-37	5	-4	2	37	-5	4	18	11
15	COc1ccc(S(=O)(=O)Cc2ccc(C(=O)NCc3cccnc3)o2)cc1	-2	4	5	-5	-11	-7	3	-6	10	-3
16	O=C(NCCC1=CCCCC1)C1COc2ccccc2O1 (stereo not drawn)	-3	-38	nt	-5	nt	nt	nt	-13	-8	nt
17	Cc1nc(OCC(C)C)c2sc3nc4c(cc3c2n1)COC(C)(C)C4	-3	-164	1	-2	-130	30	5	-6	nt	1
18	CC(C)c1ccc(N=C2NN=C(c3cccs3)CS2)cc1	2	-29	2	9	-145	-19	1	-5	2	0
19	CC(=O)c1c(C)[nH]c(C(=O)Nc2ccc3c(c2)OCCO3)c1C	-1	-148	1	4	-144	21	12	6	-9	11
20	COc1ccc(C2NCCc3c2[nH]c2ccccc32)cc1CN1CCc2cc(OC)c(OC)cc2C1C (stereo not drawn)	nt	-23	-2	5	20	-4	7	17	-4	0
21	C=CCOC(=O)C1=C[C@@H](c2cn(C(C)=O)c3ccccc23)C[C@@H](OCCCCO)O1	-4	3	-3	7	-15	-4	4	-4	-4	0
22	COc1ccc(NC(=O)CSc2nc(O)cc(=O)n2-c2ccccc2OC)cc1	1	1	-1	1	-4	22	0	-6	3	6
23	CCOc1cc(C(=O)Nc2ccccc2N2CCOCC2)ccc1OCC(=O)N1CCCCC1	0	-61	4	10	-7	24	-11	-3	nt	1
24	Cc1cccc(CN2C[C@]34CC[C@@H](C[C@@H]3S2(=O)=O)O4)c1	-2	nt	-2	nt	-5	11	-3	nt	6	-1
25	COc1cc(NC(=S)NCc2ccco2)cc(OC)c1OC	-4	-3	-3	1	-36	10	-1	-2	-1	13

Continuation.
item	compound	GSK3A inh	KLF5 inh	GSK3beta inhib	HSP90 inh	aSyn 5UTR inh	HSF-1 act	Platelet DG rel	IEC-6 tox	Dyrk1A ADPGlo	HSF1 inh
26	CCOC(=O)c1oc2c(O)c(O)ccc2c(=O)c1-c1nncn1-c1ccccc1	-1	-10	1	-6	-17	-7	-9	-9	0	-1
27	CC1(C)C2CC[C@]3(C)C(CC=C4[C@@H]5C[C@](C)(CO)CC[C@]5(C(=O)O)CC[C@]43C)[C@@]2(C)CC[C@@H]1O (stereo partly drawn)	1	nt	-3	nt	2	4	-2	nt	nt	1
28	O=C(Nc1ccccc1F)c1ccc2c(c1)OCO2	0	-110	-7	4	-199	17	4	3	nt	1
29	NCCCNC(=O)c1cc2ccccc2[nH]1	-1	-7	-1	-2	-5	-1	17	-4	14	0
30	CC(Oc1ccc2c(c1)oc(=O)c1ccccc12)C(=O)NCC1CCC(C(=O)O)CC1 (stereo not drawn)	-1	-27	1	-1	19	-3	0	2	13	-6
31	CSc1nc(N)nc(C(C)C)n1	-5	-23	7	0	-5	5	11	3	-1	3
32	Cc1cc(C)c2c(N=NN3CCOCC3)[nH]nc2n1	-3	-10	-12	-3	9	-10	?	-4	10	-2
33	O=C(O)c1ccc(/C=N/N2CCN(Cc3cccc4ccccc34)CC2)cc1	-3	-8	3	-1	-12	-11	-1	-4	-2	-3
34	COCCCNC(=O)CCN1N=C(c2ccccc2)CCC1=O	0	-4	-5	-2	8	0	11	-1	3	-9
35	COc1ccc(C2N(S(=O)(=O)c3ccc(C)cc3)CCN2S(=O)(=O)c2ccc(C)cc2)cc1	-3	14	0	9	-11	46	-3	-5	-8	15
36	CCOc1cc(NC(=S)NC)c(OCC)cc1NC(=O)c1ccco1	0	-22	10	-3	-10	15	-3	7	-4	0
37	C=CCNC(=O)c1ccc(C)cc1Cl	-1	8	1	6	-42	-23	15	-16	-1	-18
38	COC(=O)c1cc(NC(=O)c2ccco2)ccc1N1CCOCC1	-1	-32	0	-4	-10	-2	-6	0	nt	6
39	Cc1cc(SCc2ccccc2F)nc(=O)[nH]1	-1	-21	-1	-7	13	3	-8	-5	-9	-4
40	Cc1c(C(=O)N2CCC(C)CC2)sc2ncn(CC(=O)N3CCC(C)CC3)c(=O)c12	-2	-28	1	1	6	-2	-6	-8	-5	-8
41	CCC(=O)Nc1ccc(C(=O)Nc2ccc3c(c2)C(=O)N(CC2CCCO2)C3=O)cc1 (stereo not drawn)	-1	4	-1	5	-11	-3	15	5	0	-11
42	O=C1N[C@@H](Cc2ccccc2)C(=O)N2[C@@H]1C[C@@]1(Br)c3ccccc3N(S(=O)(=O)c3ccccc3)[C@@H]21	0	nt	2	nt	-18	4	-2	nt	-7	11
43	CCN(CC)C(=O)Cn1cc(C(=O)C(=O)Nc2ccc3c(c2)OCCO3)c2ccccc21	-1	-54	-30	-4	-91	19	4	13	-4	12
44	CCc1nnc(NC(=O)C2CCCN2S(=O)(=O)c2ccc(F)cc2)s1 (stereo not drawn)	0	-31	1	-3	-41	6	-5	6	6	-2
45	O=C(NCc1cccnc1)c1ccccc1NC(=O)c1c(F)cccc1F	2	-16	-3	-1	28	0	-5	2	-5	-1
46	COc1cc(NC(=O)CCc2ccccc2)nc(OC)n1	-7	-46	2	-2	-71	8	-1	1	-2	-2
47	COc1ccc(CN2C(=O)CSC2c2ccccn2)cc1 (stereo not drawn)	-2	-13	-5	-3	18	2	19	-3	-6	-6
48	CC1CC2(C)Oc3ccccc3C3OCC1(CO)C(C)C32 (stereo not drawn)	-3	-1	-2	-3	20	24	1	-8	3	-4
49	Cc1cccc(N2C(=O)SC(N(C)c3ccccc3)C2=O)c1 (stereo not drawn)	3	-14	-7	0	-11	-32	10	-8	6	-20
50	CN1CCN(NC(=O)c2cc(-c3ccccn3)nc3ccccc23)CC1	0	8	2	-1	nt	nt	nt	-2	nt	nt

(next part)
item	compound	GSK3A inh	KLF5 inh	GSK3beta inhib	HSP90 inh	aSyn 5UTR inh	HSF-1 act	Platelet DG rel	IEC-6 tox	Dyrk1A ADPGlo	HSF1 inh
51	CCCc1cc(=O)oc2cc(C)cc(OC(C)C(=O)NCC3CCC(C(=O)O)CC3)c12 (stereo not drawn)	0	9	2	5	19	8	0	-4	3	4
52	O=C(C1CCN(Cc2nc(-c3ccc(Cl)cc3)no2)CC1)N1CCOCC1	1	15	-3	7	-2	-19	1	12	4	2
53	COC(=O)CSc1snnc1-c1ccc(Cl)c(Cl)c1	0	-6	-2	0	3	8	1	2	12	1
54	CCn1c(SCC(=O)O)nc2ccccc21	3	-8	1	6	-12	15	-1	2	-6	-4
55	Fc1ccc(-c2nnn(Cc3ccc(F)cc3Cl)n2)cc1	0	-29	0	-1	-71	27	-1	-6	2	4
56	Cc1csc2nc(SCC(=O)Nc3ccccc3F)[nH]c(=O)c12	-5	-20	-4	-4	7	45	2	21	1	25
57	O=C(COC(=O)c1ccc(O)cc1O)Nc1ncc(Cl)cc1Cl	3	nt	5	nt	-5	14	30	nt	0	-4
58	Cc1ccc(C2CC(c3cccs3)=NN2C(=O)c2ccco2)o1 (stereo not drawn)	-3	-11	-6	0	-31	7	-1	-2	8	2
59	Cc1ccccc1OCC(O)CN1CCN(c2ccc(Cl)cc2)CC1 (stereo not drawn)	-3	-12	0	4	-7	15	7	0	-4	-2
60	OCC1OC(n2nnc3ccccc32)C(O)C(O)C1O (stereo not drawn)	0	-10	-3	3	14	5	-16	3	2	-4
61	CCc1nnc(NC(=O)CCn2cnc3ccccc3c2=O)s1	2	-31	-3	1	2	3	-2	-7	1	10

Compound activity: PubChem, several laboratories
